Rpn11 inh: Rpn11 (PSMD14) deubiquitinase inhibitors, primary screen, biochemical, fluorescence polarization, uHTS. 26S proteasome non-ATPase regulatory subunit 14 (Homo sapiens), O00487. human 26S proteasome, Ub4-pepOG fluorescence polarization; 20S core pre-blocked with epoxomicin. calls only at 20 µM. hit rate 0.59% among 360,000. AID 588493, 2011;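 active = inhibition at 20 µM, scaled to each plate's controls, above about 33%, limit read from the data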
Target sequence (O00487 whole entry, looked up): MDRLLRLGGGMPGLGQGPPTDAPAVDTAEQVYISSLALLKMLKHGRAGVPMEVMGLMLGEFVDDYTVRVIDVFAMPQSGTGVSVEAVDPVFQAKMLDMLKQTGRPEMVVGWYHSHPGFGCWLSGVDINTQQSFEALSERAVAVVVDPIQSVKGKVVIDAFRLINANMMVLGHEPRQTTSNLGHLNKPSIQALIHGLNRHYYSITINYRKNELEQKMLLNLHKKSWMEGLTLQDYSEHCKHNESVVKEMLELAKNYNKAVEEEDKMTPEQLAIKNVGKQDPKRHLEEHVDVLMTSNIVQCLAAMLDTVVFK
MsrA inhibitor: bovine MsrA enzyme inhibitors, primary screen, biochemical, absorbance, HTS; Methionine sulfoxide reductase A (Bos taurus); purified bovine MsrA, absorbance read-out; hit rate 0.75% among 360,000; AID 651718, 2012; inhibition, % at 15.5 µM; in the data active = inhibition above about 4.5%;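 also: 0% = vehicle wells with enzyme and 100% = reference inhibitor wells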
FAS TE block: FAS thioesterase domain inhibitors, primary screen, biochemical, fluorescence intensity, uHTS; Fatty acid synthase (Homo sapiens), P49327; recombinant FAS-TE, OMFH fluorogenic substrate, fluorescence endpoint; AID 602261, 2012; hit rate 0.67% among 360,000; inhibition, % at 15 µM;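 active = compounds whose normalised, plate-corrected inhibition of enzyme fluorescence in the single-dose primary screen is 50% or more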;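 also: 0% = DMSO with enzyme and 100% = substrate without enzyme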
CSN inh: inhibitors of CSN-mediated cullin deneddylation, primary screen, biochemical, fluorescence polarization, uHTS; Purified CSN, SCF-Nedd8-OG deneddylation; inhibition, % at 12.5 µM; hit rate 0.38% among 360,000;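 active = pattern-corrected inhibition above about 35%, with an unprinted fluorescence ratio check between 0.5 and 1.5, limit read from the data, passing the limit was not always enough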;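 also: 0% = enzyme with substrate and 100% = substrate without enzyme; some results filed as inactive read as strong as hits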
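Assay system: purified human Csn5 enzyme expressed in HEK293T cells; measure: % inhibition; also added: SCFSkp2-Nedd8OG substrate at 10 nM final; technique: fluorescence polarization; times: reaction 90 min, room temperature; medium: Tris buffer pH 7.5, NaCl, DTT, Tween-20, trehalose, ovalbumin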
eLon inh: inhibitors of E. coli Lon protease, primary screen, biochemical, fluorescence polarization. purified E. coli Lon protease. AID 602123, 2011. inhibition, % at 7.94 µM. hit rate 0.42% among 360,000. P0A9M0; in the data active = inhibition above about 13%, passing the limit was not always enough;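 also: 0% = enzyme with probe and DMSO and 100% = no enzyme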
Target sequence (P0A9M0 whole entry, looked up): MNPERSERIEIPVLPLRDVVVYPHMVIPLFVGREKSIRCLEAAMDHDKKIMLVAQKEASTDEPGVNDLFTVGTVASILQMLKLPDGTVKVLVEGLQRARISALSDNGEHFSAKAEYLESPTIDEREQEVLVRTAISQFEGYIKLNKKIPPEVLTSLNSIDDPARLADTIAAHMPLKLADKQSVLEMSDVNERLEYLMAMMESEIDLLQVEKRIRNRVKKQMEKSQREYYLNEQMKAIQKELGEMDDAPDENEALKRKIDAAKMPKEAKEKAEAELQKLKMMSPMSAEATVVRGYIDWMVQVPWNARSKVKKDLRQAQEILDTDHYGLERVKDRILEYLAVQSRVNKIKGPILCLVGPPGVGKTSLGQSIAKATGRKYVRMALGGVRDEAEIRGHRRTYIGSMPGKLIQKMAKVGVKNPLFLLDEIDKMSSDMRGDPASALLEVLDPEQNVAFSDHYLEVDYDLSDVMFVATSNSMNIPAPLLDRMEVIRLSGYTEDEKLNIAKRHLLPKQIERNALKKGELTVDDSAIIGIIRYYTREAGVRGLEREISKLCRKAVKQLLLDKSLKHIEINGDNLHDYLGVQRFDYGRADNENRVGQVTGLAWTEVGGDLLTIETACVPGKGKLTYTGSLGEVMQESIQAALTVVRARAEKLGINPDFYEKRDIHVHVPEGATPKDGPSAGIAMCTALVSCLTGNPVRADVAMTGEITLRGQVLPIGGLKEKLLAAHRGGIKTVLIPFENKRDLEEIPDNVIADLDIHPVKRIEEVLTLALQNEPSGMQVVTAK
Rin1-Abl PPI inh: inhibitors of Rin1-Abl protein binding, primary screen, biochemical, TR-FRET; hit rate 0.4% among 360,000; AID 588664, 2011; inhibition, % at 7.35 µM; Tyrosine-protein kinase ABL1 (Homo sapiens) + Ras and Rab interactor 1 (Homo sapiens), …; in the data active = inhibition above about 5%, passing the limit was not always enough
bovine MsrA act: bovine MsrA enzyme activators, primary screen, biochemical, absorbance, HTS; hit rate 0.3% among 360,000; purified bovine MsrA, absorbance read-out; Methionine sulfoxide reductase A (Bos taurus); activation, % at 10.6 µM; in the data active = activation above about 7.5%;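 also: 0% = vehicle and 100% = reference activator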
MLLE-PAM2 inh: inhibitors of PABP1 MLLE–PAM2 peptide binding, primary screen, biochemical, fluorescence polarization, FITC-PAM2, GST-MLLE. Polyadenylate-binding protein 1 (Homo sapiens), P11940. inhibition, % at 20 µM. hit rate 0.36% among 360,000. AID 588489, 2011; in the data active = inhibition above about 35%, passing the limit was not always enough;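 also: plate controls were DMSO wells with GST-MLLE for no effect and wells lacking GST-MLLE protein for full effect; some results filed as inactive read as strong as hits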
MT1-MMP act inh: blockers of MT1-MMP proenzyme processing, primary screen, HT1080 RFP-PRO-GFP cells, GFP/RFP fluorescence. GFP/RFP ratio fluorescence, overnight; percent of plate control window, DMSO zero. GFP/RFP ratio change, % at 20 µM. hit rate 0.061% among 360,000;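 active = GFP/RFP ratio change of at least 30% with cell ATP level not reduced by more than half and red fluorescence within 50% of control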; also: strong numbers were not always called active
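Compound: 20 µM single dose, 1% DMSO / System: HT1080 RFP-PRO-GFP cells / Controls: DMSO and RFP-L50D-GFP cell wells / Read-out basis: GFP/RFP fluorescence ratio / Schedule: overnight compound exposure at 37 °C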
An asterisk follows results filed as active; i = inactive; . = no result given.

SMILES	Rpn11 inh	MsrA inhibitor	FAS TE block	CSN inh	eLon inh	Rin1-Abl PPI inh	bovine MsrA act	MLLE-PAM2 inh	MT1-MMP act inh
Cc1nn(C(=O)C2CC2)c(C)c1Sc1ccc(Cl)cc1	i	0.0	5.1	-0.5	-3.8	-0.5	1.2	-10.1	2.6
CN1CC(=O)N2C(c3ccc(Cl)cc3)c3[nH]c4ccccc4c3C[C@H]2C1=O (some centres not stated)	i	0.3	0.6	2.2	3.4	2.0	0.2	1.3	0.6
Cc1nn(C)c(C(=O)Nc2ccn(C34CC5CC(CC(C5)C3)C4)n2)c1[N+](=O)[O-]	i	-0.3	9.0	-11.2	-6.5	-3.0	-13.9	9.8	-10.6
Cc1[nH]n(-c2ccccc2)c(=S)c1C=Nc1ccc([N+](=O)[O-])cc1	i	2.5	-8.6	-1.6	3.1	-0.2	-0.9	-1.2	2.4
CC(CC(=O)O)CC(=O)N1CCN(S(=O)(=O)c2cccs2)CC1 (configuration not stated)	i	2.3	-3.3	0.3	-2.9	2.3	-4.5	14.8	0.0
CC(=O)c1sc(NC(=O)CCS(=O)(=O)c2ccc(F)cc2)nc1C	i	-0.5	-6.1	-1.6	9.5	-1.9	-9.8	6.6	0.9
COc1ccccc1NC(=O)CCSc1nc(C)cc(C)n1	i	1.8	-5.4	2.4	2.1	4.1	-4.2	6.6	-3.8
CN(CCc1ccccc1)Cc1nc(-c2cnccn2)no1	i	-0.4	-4.8	-1.6	4.3	-4.1	-0.6	-6.0	1.3
NC(=O)c1c(-c2ccccc2)oc2ccc(O)cc12	i	0.8	-4.3	-1.4	2.9	-4.1	-0.9	1.5	2.5
CC(C)(C)NC(=O)c1cccnc1Sc1ccccc1	i	-0.5	-3.4	-5.0	-0.9	-1.6	-2.0	-2.0	-0.2
CCc1nc2c(OCC(=O)c3ccc(F)cc3)cccn2c1N(C)C(=O)c1ccccc1F	i	-0.7	-6.1	5.3	-11.3	-3.8	-2.5	3.3	-0.2
Cc1ccc(-n2c(SCC(=O)O)nc3sc4c(c3c2=O)C(C)CCC4)cc1 (configuration not stated)	i	2.6	7.6	-0.2	-1.6	0.1	-8.1	-5.3	2.2
COc1ccccc1CN1C[C@@H]2C[C@@H](c3ccc(Cl)cc3)N3CCC[C@@]23C1=O	i	-1.1	0.0	-0.8	-7.8	0.6	-2.6	11.9	-11.0
CC1CN(C(=O)COC(=O)c2cncc(Br)c2)CC(C)O1 (configuration not stated)	i	-0.4	-3.0	-3.4	-32.8	-1.9	-4.2	-1.8	-0.3
Cc1ccc(S(=O)(=O)N2CCCN(C(=O)c3cc4ccccc4[nH]3)CC2)cc1	i	-0.6	8.2	1.4	-2.8	-1.9	1.1	6.3	-5.2
Cc1ccc(NC(=O)c2oc3ccc(S(=O)(=O)N4CCOCC4)cc3c2C)cc1C	i	-0.9	-2.6	2.2	-2.8	2.4	-1.1	1.1	7.5
Cc1ccc(OCC(=O)NNC(=O)c2ccc(-n3cncn3)c([N+](=O)[O-])c2)cc1	i	0.0	-3.4	-1.0	-11.1	2.8	-3.9	-2.8	-1.8
CCN(CC)CCN1C(=O)C2C(C(=O)Nc3cccc(C)c3)C3C=CC2(O3)C1C(=O)NC1CCCC(C)C1C (configuration not stated)	i	-0.3	-2.8	0.9	-1.5	1.8	1.0	-7.0	-0.4
CCc1ccc(OCc2nnc(-c3ccccc3Br)o2)cc1	i	-1.0	28.0	-1.2	-8.2	1.7	-2.3	37.8	-3.4
O=C(O)CSCCn1cccn1	i	0.9	-9.4	-4.1	-1.4	0.3	-2.6	5.0	0.3
CC(CCc1ccccc1)NC(=O)CN1CCc2ccccc2C1 (configuration not stated)	i	1.6	1.9	-1.6	8.4	1.6	-11.8	-4.4	-0.4
CCCOC(=O)C[N+](C)(C)CCOC1CC2CCC1(C)C2(C)C (configuration not stated)	i	1.5	-4.5	-3.7	-1.6	-2.6	-9.0	-3.4	-1.5
CCN(c1ccccc1)S(=O)(=O)c1cc2c(cc1C)N(C)CCO2	i	0.1	6.8	-0.7	-5.8	-4.1	-1.0	-6.8	-0.3
CC(C)(C)OC(=O)N1CCC(NC(=O)c2[nH]cnc2C(=O)N[C@@H](Cc2ccccc2)C(=O)OCc2ccccc2)CC1	i	1.0	42.6	1.0	16.1	2.1	0.0	-0.3	3.8
CCOC(=O)C1C(c2cccc(F)c2)NC(=S)NC1(O)C(F)(F)F (configuration not stated)	i	-0.8	-12.1	0.4	-8.1	3.7	-3.2	-47.0	2.2
SMILES	Rpn11 inh	MsrA inhibitor	FAS TE block	CSN inh	eLon inh	Rin1-Abl PPI inh	bovine MsrA act	MLLE-PAM2 inh	MT1-MMP act inh
CCOC(=O)CSc1nc(N)c(C#N)c(-c2cccs2)c1C#N	i	1.1	0.9	1.5	-5.9	1.4	-4.2	-6.3	2.6
CCn1nc(C)c(Oc2ccccc2O)c1C	i	-1.2	-9.0	0.5	-17.6	2.7	-1.6	7.3	5.6
CC1(C)CC(N2CCCCC2)=CC(=[N+]2CCCCC2)C1	i	10.5*	-3.9	-8.6	-9.4	-5.8	-8.2	-107.3	-14.9
COc1cccc(CN2C(=O)c3ccccc3S2(=O)=O)c1	i	0.0	7.6	0.6	19.2	1.2	-7.5	5.3	-3.2
CCn1c(COc2ccc(C)cc2)nnc1SCC(=O)Nc1ccc2c(c1)OCCO2	i	-0.6	-1.1	-0.2	8.1	-3.2	4.5	-9.7	5.3
CCOC(=O)c1[nH]c2ccc(Br)cc2c1NC(=O)CCN1CCC(C(=O)OCC)CC1	i	1.3	6.2	0.0	5.6	-4.8	-2.0	-31.9	5.1
COc1cc2c(cc1OC)C1=C(C#N)CCC(=O)N1CC2	i	2.8	-5.2	0.9	0.1	2.5	0.1	-11.9	5.8
CCCSc1ccc2nc(NC(=O)OC)[nH]c2c1	i	1.8	-0.9	-4.4	-8.3	2.7	-2.8	-3.6	15.2
CCc1cc2c(=O)n(CC(C)C)cnc2s1	i	-0.6	-7.2	-7.4	-2.5	3.1	-4.0	-0.3	-1.9
CCc1ccc(Nc2ncnc3nc[nH]c23)cc1	i	-0.2	-47.4	5.1	-5.2	1.5	-3.4	1.4	1.5
Cn1nccc1C(=O)N/N=C/c1c(O)ccc2ccccc12	i	2.4	1.9	6.4	-240.2	-7.7	-1.8	-84.3	-13.5
CCOC(=O)N1CCN(C(=O)/C(=C\c2ccc(SC)cc2)NC(=O)c2ccccc2)CC1	i	2.1	2.1	1.9	-6.2	1.2	-1.8	-5.8	3.8
COc1ccc(C(=O)Nc2ccnn2C2CCN(Cc3cccnc3)CC2)cc1	i	-1.5	-0.8	-1.1	-1.9	5.4	6.7	1.8	0.7
CC(C)C(=O)c1cn(CC(=O)NCc2ccc3c(c2)OCO3)c2ccccc12	i	0.7	31.7	5.3	-2.8	0.1	-4.3	1.4	-2.9
O=C(c1cccs1)N1CCN(C(=O)c2ccco2)c2ccccc2C1	i	0.1	-4.2	3.8	-9.6	2.1	-1.0	6.6	4.6
Cc1cccc(N2C(N)=C(C#N)C(C#N)(C#N)C2c2ccccc2)c1 (configuration not stated)	i	0.3	27.0	-3.7	3.5	-0.4	-4.2	7.5	1.7
O=S(=O)(N1CCOCC1)n1cnc2ccccc21	i	-0.3	-3.2	-2.0	0.4	0.5	-2.9	5.8	2.2
Cc1ccc(NC(=O)CN(C)C(=O)CSc2nc(C)cc(C)n2)cc1	i	-0.7	-3.5	2.1	-3.5	-0.3	-9.9	0.3	0.5
CC(C)(C)S(=O)(=O)c1ccccc1-c1noc(-c2ccccc2)c1C(N)=O	i	0.2	-8.9	3.4	-12.2	-0.1	-6.3	5.3	0.6
C#CCNc1c(C)c(C)nc2ncnn12	i	1.1	-4.6	6.4	-5.8	0.0	-3.2	2.7	-2.6
O=C(c1cnccn1)N1CCc2ccccc21	i	-0.6	-8.2	7.0	2.9	1.4	2.8	20.4	2.1
NC(=O)C1CCN(C2CC(=O)N(c3cccc(F)c3)C2=O)CC1 (configuration not stated)	i	-1.1	-6.5	-3.8	1.3	-0.7	-1.0	11.6	2.6
O=C(CCNS(=O)(=O)c1ccccc1)NCCCc1ccccc1	i	-0.8	-6.6	-3.0	-7.5	2.4	0.5	-1.8	2.3
CC(C)CN1CCC1(C)C(=O)Nc1cc(-c2ccccc2)nn1C (configuration not stated)	i	-1.1	-3.4	1.0	0.0	-0.8	-3.5	-4.3	-1.3
C[C@H](CO)N1C[C@H](C)[C@@H](CN(C)C(=O)Nc2ccc(C(F)(F)F)cc2)Oc2c(NS(=O)(=O)c3cccs3)cccc2C1=O	i	0.9	4.7	-1.3	0.4	1.5	0.7	-2.7	0.4

Profiles from above. Values in the order: Rpn11 inh, MsrA inhibitor, FAS TE block, CSN inh, eLon inh, Rin1-Abl PPI inh, bovine MsrA act, MLLE-PAM2 inh, MT1-MMP act inh
Shown for `Cc1nn(C(=O)C2CC2)c(C)c1Sc1ccc(Cl)cc1` = i, 0.0, 5.1, -0.5, -3.8, -0.5, 1.2, -10.1, 2.6
Shown for `O=S(=O)(N1CCOCC1)n1cnc2ccccc21` = i, -0.3, -3.2, -2.0, 0.4, 0.5, -2.9, 5.8, 2.2
Shown for `Cc1ccc(-n2c(SCC(=O)O)nc3sc4c(c3c2=O)C(C)CCC4)cc1` (configuration not stated) = i, 2.6, 7.6, -0.2, -1.6, 0.1, -8.1, -5.3, 2.2
Shown for `CN1CC(=O)N2C(c3ccc(Cl)cc3)c3[nH]c4ccccc4c3C[C@H]2C1=O` (some centres not stated) = i, 0.3, 0.6, 2.2, 3.4, 2.0, 0.2, 1.3, 0.6

Other structures
SMILES	Rpn11 inh	MsrA inhibitor	FAS TE block	CSN inh	eLon inh	Rin1-Abl PPI inh	bovine MsrA act	MLLE-PAM2 inh	MT1-MMP act inh
Cc1nc(Nc2nc(CSc3nc4ccccc4[nH]3)cc(=O)[nH]2)nc2ccccc12	i	-0.8	-0.5	-0.5	-2.7	0.0	-2.3	-27.7	11.6
O=C(COC(=O)[C@H](Cc1ccccc1)NC(=O)c1cccs1)Nc1c(Cl)cccc1Cl	i	0.4	-0.5	-11.4	3.7	-3.9	-3.4	-24.6	-5.7
COc1cc(-c2nnc3sc(-c4cccs4)nn23)cc(OC)c1OC	i	-0.7	10.5	-2.3	11.4	-0.1	-8.0	14.2	3.5
COc1cccc(Cn2cnc(-c3ccccc3OC)c2-c2cccs2)c1	.	-0.1	5.4	-3.1	0.9	.	-9.4	.	3.8
COc1cc(N=Nc2ccc(Br)cc2)cc(C=O)c1O	i	-0.1	6.1	6.5	-18.4	-3.1	-3.8	-1.7	29.0
COc1cc(CNc2ccc3[nH]c(=O)[nH]c3c2)cc(Cl)c1OCC(=O)NC(C)(C)C	i	0.6	-9.0	1.4	-209.9	0.0	-11.3	-2.1	-10.3
OCc1cn(-c2ccccc2)nc1-c1ccc(-c2nn(-c3ccccc3)cc2CO)cc1	i	-0.6	6.6	7.8	-5.4	0.3	-4.7	-7.2	-5.4
CC1(C(=O)NS(=O)(=O)c2ccc(Br)cc2)CCN1C(=O)C/C=C/c1ccccc1 (configuration not stated)	i	1.5	-2.5	-0.5	-3.4	0.7	-1.3	9.8	9.8
